PLCb3 inh: blocks human PLC-beta3 enzyme activity | inhibition, % at 12.2 µM | Q01970 | actives 0.18% (n = 370,000) | Purified PLC-beta3, fluorogenic substrate, fluorescence; in the data active = inhibition above about 11%;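 note: 0% = median of compound wells on plate and 100% = full blocker control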
ARFGAP1 inhibitor: inhibitors of rat ARFGAP1; inhibition, % at 16.5 µM; Arfgap1-stimulated ARF1 GTP hydrolysis, GDP FP detection; Q62848; actives 0.26% (n = 360,000);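 active = inhibition above a per-plate limit, mean inhibition of low control wells plus 3 SD, cut at about 25% in these data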;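 note: 0% = DMSO wells with enzyme and 100% = wells lacking Arfgap1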
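System: truncated rat Arfgap1 GAP domain / Medium: HEPES-based buffer, pH 7.5 / Also added: N-terminally truncated human ARF1-GTP substrate / Incubation: enzyme reaction 120 min at 25 °C after 20 min preincubation / Measured by: FP of antibody-bound GDP Alexa 633 tracer, ex 620/em 688 nm / Replicates: singlicate, each compound tested once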
PLCg1 inh: inhibitors of human phospholipase C gamma1 | purified PLC-gamma1, fluorogenic substrate, fluorescence | AID 720700 | P19174 | inhibition, % at 12.2 µM | actives 0.84% (n = 370,000); in the data active = inhibition above about 9.5%
Target sequence (P19174 whole entry, looked up): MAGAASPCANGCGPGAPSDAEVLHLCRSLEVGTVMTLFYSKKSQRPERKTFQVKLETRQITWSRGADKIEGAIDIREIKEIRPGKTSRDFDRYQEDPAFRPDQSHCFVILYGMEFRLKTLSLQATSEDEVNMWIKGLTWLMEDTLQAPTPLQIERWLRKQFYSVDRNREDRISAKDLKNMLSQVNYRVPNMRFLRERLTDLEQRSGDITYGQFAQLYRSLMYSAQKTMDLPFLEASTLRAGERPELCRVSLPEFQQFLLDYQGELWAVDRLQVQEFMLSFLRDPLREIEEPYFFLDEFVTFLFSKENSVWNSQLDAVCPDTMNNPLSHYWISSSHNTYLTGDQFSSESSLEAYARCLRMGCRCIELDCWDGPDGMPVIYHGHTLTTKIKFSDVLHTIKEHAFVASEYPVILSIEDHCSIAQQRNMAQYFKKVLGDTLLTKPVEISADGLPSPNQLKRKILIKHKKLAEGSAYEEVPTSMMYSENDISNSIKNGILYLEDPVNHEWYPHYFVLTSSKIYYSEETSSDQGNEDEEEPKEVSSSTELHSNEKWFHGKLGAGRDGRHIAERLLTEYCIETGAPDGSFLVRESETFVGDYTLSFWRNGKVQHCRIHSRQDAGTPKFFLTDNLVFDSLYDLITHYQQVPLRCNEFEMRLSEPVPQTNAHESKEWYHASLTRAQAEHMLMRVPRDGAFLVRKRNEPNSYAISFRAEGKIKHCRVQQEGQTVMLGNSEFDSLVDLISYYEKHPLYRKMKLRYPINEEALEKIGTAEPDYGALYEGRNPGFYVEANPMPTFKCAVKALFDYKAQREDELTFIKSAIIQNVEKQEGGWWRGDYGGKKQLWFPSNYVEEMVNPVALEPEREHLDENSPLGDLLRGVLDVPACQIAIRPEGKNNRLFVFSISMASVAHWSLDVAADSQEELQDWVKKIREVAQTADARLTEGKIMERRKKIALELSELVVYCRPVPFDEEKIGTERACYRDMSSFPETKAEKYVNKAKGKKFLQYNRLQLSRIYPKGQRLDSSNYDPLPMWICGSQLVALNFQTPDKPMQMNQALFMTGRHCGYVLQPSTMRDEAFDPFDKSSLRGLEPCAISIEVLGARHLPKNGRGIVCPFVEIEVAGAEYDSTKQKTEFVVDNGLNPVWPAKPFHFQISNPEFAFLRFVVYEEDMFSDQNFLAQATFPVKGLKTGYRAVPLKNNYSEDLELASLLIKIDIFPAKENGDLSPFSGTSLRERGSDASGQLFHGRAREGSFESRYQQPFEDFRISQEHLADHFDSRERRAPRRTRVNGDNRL
Tn6 DDE FP: DD(E)-Tn6 binding inhibition, primary FP screen; Fibrin DD(E) TRITC-Tn6 fluorescence polarization displacement; AID 720509; inhibition, % at 8.3 µM; actives 0.21% (n = 370,000); P02675;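 active = inhibition above a per-campaign cutoff: mean of compounds within control limits plus 3 SD, cut at about 15% in these data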;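 note: 0% = median of all compound wells on the plate and 100% = blocking peptide control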
ADAM10 inh: inhibitors of human ADAM10; O14672; recombinant ADAM10, EDANS/DABCYL FRET peptide cleavage, 3 h; inhibition, % at 7 µM; actives 0.62% (n = 370,000); AID 720582;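 active = inhibition above a per-campaign cutoff equal to the mean of compounds falling between control-based bounds plus 3 SD, cut at about 20% in these data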;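 note: 0% = DMSO wells while the 100% control is not disclosed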
SIAE primary: blocks human sialic acid acetylesterase; actives 0.69% (n = 370,000); inhibition, % at 9.66 µM; AID 1053197; SIAE FP-Rh probe binding, fluorescence polarization;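 active = inhibition above a cutoff: mean of compounds within the control limits plus 3 SD of those, cut at about 17% in these data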;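 note: 0% = plate median of compound wells and 100% = probe without SIAE protein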
ADAM17 inh: inhibits human ADAM17 | recombinant ADAM17, EDANS/DABCYL FRET peptide cleavage | P78536 | inhibition, % at 6.95 µM | actives 0.83% (n = 370,000);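 active = inhibition above the mean of compounds lying between control limits plus 3 SD, set per campaign, cut at about 8.5% in these data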;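 note: 0% = DMSO-only wells as the low control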
Tn7 DDE FP: disrupts Tn7 cyclic peptide binding to fibrin D-Dimer-E complex | P02675 | FP displacement of FITC-Tn7 peptide from fibrin DD(E); 0% = median of compound wells per plate | inhibition, % at 8.3 µM | actives 0.13% (n = 370,000) | AID 720508;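 active = inhibition above the mean of compounds falling within the control limits plus 3 SD of them, cut at about 14% in these data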;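 note: 0% = plate median of compound wells and 100% = 10 µM Aha-Tn7 peptide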
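Measure: % inhibition scaled between sample-field median and high-control FP; Test system: human fibrin DD(E); Quantity: 2 µM final DD(E) protein; Doses: one dose, 8.3 µM nominal; Schedule: compound with protein 10 min, then 3 h after probe, room temperature; Detection: fluorescence polarization; Medium: Tris buffer with calcium and detergent, pH 7.8.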
ASAP1 GAP inh: inhibitors of human ASAP1 ArfGAP activity; Q9ULH1; ASAP1-stimulated ARF1 GTP hydrolysis, GDP FP detection; inhibition, % at 16.5 µM; actives 0.19% (n = 360,000); in the data active = inhibition above about 25%;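 note: 0% = vehicle with enzyme and substrate and 100% = no enzyme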
TDP2 inh: TDP2 (human) inhibition, absorbance primary screen; AID 720702; recombinant TDP2, T5PNP hydrolysis, p-nitrophenol absorbance 415 nm; inhibition, % at 12.8 µM; actives 0.34% (n = 370,000); O95551;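 active = inhibition above the mean of all tested compounds plus 3 SD, set per campaign, cut at about 25% in these data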;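 note: 0% = DMSO with enzyme and 100% = buffer with substrate but no TDP2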
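Test system: Human TDP2 enzyme | Reagent: 5 mM T5PNP | Compound dosing: 12.8 µM single point, 1% DMSO | Incubation: Enzyme reaction with compound for 2 h at 37 °C | Technique: p-Nitrophenol epi absorbance | Read-out: % inhibition relative to enzyme-containing and enzyme-free wells | Benchmarks: High control without enzyme, low control DMSO plus TDP2 | Replicates: Singlicate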
* marks the source's active call; other numbers are inactive results; i = inactive; . = not tested or not shown.

SMILES	PLCb3 inh	ARFGAP1 inhibitor	PLCg1 inh	Tn6 DDE FP	ADAM10 inh	SIAE primary	ADAM17 inh	Tn7 DDE FP	ASAP1 GAP inh	TDP2 inh
O=C(Nc1ccc2c(c1)OCO2)c1cc(C2CCCN(C(=O)CCCc3ccccc3)C2)on1 (stereo not drawn)	-4	4	2	-3	0	-6	-1	2	10	1
CCC1CCCCN1Cc1ccc(CNS(=O)(=O)c2ccc3c(c2)oc(=O)n3C)o1 (stereo not drawn)	-2	-1	0	-7	5	1	0	-7	7	1
COc1ccc(NC(=O)c2ccccc2-c2ccccc2C(=O)O)cc1	-6	-3	-3	1	-10	1	-7	-1	-9	-1
O=C(NCc1ccco1)C1CCCN(S(=O)(=O)c2ccccc2F)C1 (stereo not drawn)	0	.	-1	-3	-11	-2	1	0	.	1
Cc1cnc(C(=O)OCC(=O)C23CC4CC(CC(C4)C2)C3)cn1	-11	2	1	-6	-7	-4	-4	0	16	7
OC(c1ccccc1)(c1ccccc1)C1CCN(CCCNc2ccc(Cl)cc2Cl)CC1	3	.	2	1	11	0	7	2	.	7
COc1ccc(CS(=O)(=O)c2nc(C)cc(C)c2S(C)(=O)=O)cc1	-2	6	1	7	-1	2	-4	6	2	0
Cc1ccc(NC(=O)Cn2cnc3ccccc32)cc1C	2	0	-1	3	-4	2	-1	-3	-10	7
CCC(C)[C@H](NC(=O)NCC1CCCO1)C(=O)OC (stereo partly drawn)	1	-3	3	3	-11	3	-5	5	4	-2
CN(Cc1cccc2cnccc12)C(=O)c1cc(COc2ccc(F)cc2F)on1	-8	15	-4	5	0	-2	1	1	-2	-11
CN(C)c1ccc(Cn2c(=O)n(Cc3ccc(C(=O)NCC4COC4)cc3)c(=O)c3ccccc32)cc1	-1	.	0	-2	2	3	-4	-7	.	9
C#CCOCCOCCOCCNc1nc(N2CCN(C(=O)[C@H](CCCCN)n3cc([C@@H](N)[C@H](C)CC)nn3)CC2)nc(N2CCN(C(=O)[C@H](CCC(=O)O)n3cc([C@@H](N)CCCCN)nn3)CC2)n1	3	-1	-1	1	11	-5	-6	0	13	8
CCn1cnc2sc(C(=O)N3CCN(c4ccc(OC)cc4)CC3)c(C)c2c1=O	-12	2	1	11	3	-1	-1	-11	4	-6
CCCOc1ccc(-c2nc(C#N)c(N3CCN(C)CC3)o2)cc1	-22	-3	-14	-5	-255	0	-89	4	12	0
CN(Cc1n[nH]c(=S)n1C)S(=O)(=O)c1ccccc1	4	8	2	-5	5	0	-5	1	13	2
COc1ccc(C(C)=O)cc1COC(=O)c1ccc(OCc2c(C)noc2C)cc1	4	3	5	-2	-3	-30	2	-3	2	-8
Cc1ccc(/C=C/C(=O)c2ccc(O)cc2)cc1	-5	9	3	6	10	-7	0	-1	11	10
CC(C)(C)c1cc(C(=O)NNC(=O)Nc2ccccc2)n(Cc2ccccc2)n1	11	5	12*	8	6	1	3	4	3	-4
CCCCN(C(=O)c1cccc2c(=O)c(C)c(-c3ccccc3)oc12)c1ccccc1	1	-14	9	-6	4	2	6	-8	-9	-3
COc1ccc(CN(C(C)=O)c2cc(C)c([N+](=O)[O-])cc2OC)cc1OC	5	-3	3	0	2	-4	-3	0	-9	11
NC(=NCc1ccc2c(c1)OCO2)NC(=O)c1ccccc1	1	-12	5	-4	5	1	0	4	-13	13
Cc1csc(SCC(=O)Nc2c(C)n(C)n(-c3ccccc3)c2=O)n1	2	-6	-1	2	-2	5	-2	3	2	3
COc1ccc(-c2noc(CCCC(=O)N3CCN(c4cc(C)ccc4C)CC3)n2)cc1	-2	9	-2	-6	13	-4	6	2	8	-1
O=C(NCCc1cccnc1)c1cc(COc2ccc(F)cc2Cl)on1	-8	3	0	-13	-2	-2	-5	-7	4	1
CCCCN(C)CCC(=O)Nc1ccc(C)cc1	0	-9	2	9	0	2	-3	-5	-11	8
C/C(=N\O)C(=O)NCCCNCCCN(C)C	0	3	6	4	-5	2	1	-9	4	0
O=C(Cc1ccccc1)Nc1ccc(S(=O)(=O)N2CCOCC2)cc1	-4	9	-1	-2	7	1	-4	13	6	-12
O=C(NCCc1cccc(Cl)c1)c1cc([N+](=O)[O-])ccc1Cl	-1	-1	3	-1	0	-7	-3	0	4	1
C[C@@H]1CCCCO[C@H](CN(C)C(=O)Nc2cccc3ccccc23)[C@@H](C)CN([C@H](C)CO)C(=O)c2cc(N(C)C)ccc2O1	-22	2	-15	10	-32	1	-8	3	-9	0
NC(=O)c1cccc(-c2cccc(OC(=O)NC3CCCCC3)c2)c1	-2	5	4	2	5	9	1	-3	-11	-2
O=C(Cc1csc(NC(=O)Nc2ccc(Cl)cc2)n1)NCc1ccccn1	-5	4	1	1	-1	1	-1	1	16	12
COC(=O)c1c(-c2cccc(C)c2)csc1N	1	2	-2	-3	1	-1	-1	-2	-1	2
CCCOc1ccc(C(F)(F)F)cc1NS(=O)(=O)c1ccc(Cl)nc1	-2	-3	-4	4	4	2	-1	0	-5	-4
S=C(NCCCN1CCOCC1)Nc1ccc(Cl)cc1Cl	2	-8	1	9	4	6	-2	4	3	9
CC(C)(C)c1ccc(C(=O)Nc2cc(Cl)ccc2-c2nn[nH]n2)cc1	-11	.	-2	-2	14	-124	-1	-4	.	-1
Cc1ccccc1NC(=O)Cc1nc(COC(=O)c2ccc(NC(N)=O)cc2)cs1	-3	4	-1	-6	-17	-35	-1	1	5	-5
Cc1ccc2c(c1)sc1nncn12	-8	-1	3	1	-13	5	-5	11	2	1
CC(C)COc1ccc(C(=O)N2C(=O)c3ccc(N)cc3C2=O)cc1	-23	2	-10	-1	-10	-11	-7	-3	-3	-1
CN(C)c1ccc(C=c2c3ccccc3n3c2cc(-c2ccccc2)[n+]3C)cc1	-96	2	-77	-14	-45	-110	-11	0	10	30*
CCOC1Cc2ccccc2N(C(N)=O)c2ccccc21 (stereo not drawn)	3	7	1	-2	0	-4	-3	5	-1	9

Ordered by formula weight (lowest first): some entries from above.
SMILES	PLCb3 inh	ARFGAP1 inhibitor	PLCg1 inh	Tn6 DDE FP	ADAM10 inh	SIAE primary	ADAM17 inh	Tn7 DDE FP	ASAP1 GAP inh	TDP2 inh
COC(=O)c1c(-c2cccc(C)c2)csc1N	1	2	-2	-3	1	-1	-1	-2	-1	2
CC(C)COc1ccc(C(=O)N2C(=O)c3ccc(N)cc3C2=O)cc1	-23	2	-10	-1	-10	-11	-7	-3	-3	-1
CCCOc1ccc(C(F)(F)F)cc1NS(=O)(=O)c1ccc(Cl)nc1	-2	-3	-4	4	4	2	-1	0	-5	-4

Only SIAE primary and PLCb3 inh, for 6 of the compounds above:
| Compound | SIAE primary | PLCb3 inh |
| --- | --- | --- |
| C[C@@H]1CCCCO[C@H](CN(C)C(=O)Nc2cccc3ccccc23)[C@@H](C)CN([C@H](C)CO)C(=O)c2cc(N(C)C)ccc2O1 | 1 | -22 |
| NC(=O)c1cccc(-c2cccc(OC(=O)NC3CCCCC3)c2)c1 | 9 | -2 |
| O=C(Cc1csc(NC(=O)Nc2ccc(Cl)cc2)n1)NCc1ccccn1 | 1 | -5 |
| COC(=O)c1c(-c2cccc(C)c2)csc1N | -1 | 1 |
| CCCOc1ccc(C(F)(F)F)cc1NS(=O)(=O)c1ccc(Cl)nc1 | 2 | -2 |
| S=C(NCCCN1CCOCC1)Nc1ccc(Cl)cc1Cl | 6 | 2 |

(more compounds)
SMILES	PLCb3 inh	ARFGAP1 inhibitor	PLCg1 inh	Tn6 DDE FP	ADAM10 inh	SIAE primary	ADAM17 inh	Tn7 DDE FP	ASAP1 GAP inh	TDP2 inh
COc1ccc(OCC(=O)Nc2ccc(C(=O)Nc3ccccc3C(=O)O)cc2)cc1	-20	-1	-10	-2	5	-45	0	4	-7	12
OCCCc1nc2n(n1)C(c1ccccc1)C=C(c1ccc(F)cc1)N2 (stereo not drawn)	i	4	i	-4	-340	6	-113	-8	-9	9
O=C(N/N=C/c1ccccc1O)/C(=C/c1ccccc1)CCO	-19	-3	-22	-7	-6	-6	-2	-4	-7	-8
O=C(NCc1ccccc1)c1cccc(COc2cc(Cl)ccc2Cl)c1	-3	-6	-1	1	1	3	3	-1	0	-2
CCOc1ccc(NC(=O)CSc2nncn2C)cc1	-5	-4	3	-1	-3	-3	-5	1	12	-5
COc1ccccc1CN1CCN(Cc2nc(-c3ccccc3)no2)CC1	6	9	0	2	-3	-2	-2	-3	4	0
CCOC(=O)C1CCN(C(=O)CN(c2cccc(OC)c2)S(=O)(=O)c2ccccc2)CC1	0	9	-4	-2	5	2	-6	0	-8	2
COC(=O)c1[nH]c2cccc(OC)c2c1NC(=O)CCN1CCC(C)CC1	-153	5	-133	-2	-98	0	-25	-2	14	6
O=C(CSc1nc2ncccc2[nH]1)c1ccc2c(c1)OCO2	-3	6	2	0	4	2	1	1	6	-3
CCOCCCNC(=O)C(NC(=O)Cc1c[nH]c2ccccc12)c1ccc(OC)cc1 (stereo not drawn)	-6	2	-4	0	7	1	-4	11	-3	1
CCOP(=O)(Cc1ccc(C(C)(C)CC(C)=O)o1)OCC	-6	4	-3	-6	1	2	1	-3	-6	11

4 entries already listed, ordered by the number in Tn6 DDE FP, lowest first:
Structure | Tn6 DDE FP
CCOP(=O)(Cc1ccc(C(C)(C)CC(C)=O)o1)OCC | -6
COc1ccc(OCC(=O)Nc2ccc(C(=O)Nc3ccccc3C(=O)O)cc2)cc1 | -2
O=C(NCc1ccccc1)c1cccc(COc2cc(Cl)ccc2Cl)c1 | 1
COc1ccccc1CN1CCN(Cc2nc(-c3ccccc3)no2)CC1 | 2

Given with values ahead of the structure: part of the list above
| PLCb3 inh | ARFGAP1 inhibitor | PLCg1 inh | Tn6 DDE FP | ADAM10 inh | SIAE primary | ADAM17 inh | Tn7 DDE FP | ASAP1 GAP inh | TDP2 inh | compound |
| --- | --- | --- | --- | --- | --- | --- | --- | --- | --- | --- |
| 0 | 9 | -4 | -2 | 5 | 2 | -6 | 0 | -8 | 2 | CCOC(=O)C1CCN(C(=O)CN(c2cccc(OC)c2)S(=O)(=O)c2ccccc2)CC1 |
| -153 | 5 | -133 | -2 | -98 | 0 | -25 | -2 | 14 | 6 | COC(=O)c1[nH]c2cccc(OC)c2c1NC(=O)CCN1CCC(C)CC1 |

Bioassay records: PubChem BioAssay, The Scripps Research Institute Molecular Screening Center
